Assay outcomes from PubChem BioAssay.
E coli growth = bacterial growth inhibition, counter-screen for AddAB inhibitors | E. coli V3065 growth, OD600 absorbance, 18 h | 330,000 tested, 0.27% active | AID 449728 | inhibition, % at 11.9 µM;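 active means inhibition above the campaign's mean inhibition across all tested compounds plus 3 SD, cut at about 9.9% in these data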;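 further: uninfected addAB+ strain grown without phage in ampicillin broth; 0% = DMSO wells and 100% = ciprofloxacin 0.95 µg/ml wells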
phage Ecoli inh = E. coli growth loss with phage present; growth absorbance; inhibition, % at 11.9 µM; 360,000 tested, 0.26% active; AID 651602; in the data active means inhibition above about 11%
PKA-R2B act = PKA-R2B complex activation; PKA-R2B holoenzyme dissociation, Cy5-IP20 fluorescence polarization; R2B truncated from residue 108, S112A mutant; 0% DMSO only, 100% 113 µM cGMP; 340,000 tested, 0.079% active; activation, % at 11.4 µM; P22694+P31323;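 active means activation above a cutoff set at the mean over all compounds plus 3 SD, cut at about 18% in these data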;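 further: higher means more holoenzyme dissociation and a rise in polarization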
Target sequence (P31323 whole entry, looked up, other chains not shown, the tested form may be a part): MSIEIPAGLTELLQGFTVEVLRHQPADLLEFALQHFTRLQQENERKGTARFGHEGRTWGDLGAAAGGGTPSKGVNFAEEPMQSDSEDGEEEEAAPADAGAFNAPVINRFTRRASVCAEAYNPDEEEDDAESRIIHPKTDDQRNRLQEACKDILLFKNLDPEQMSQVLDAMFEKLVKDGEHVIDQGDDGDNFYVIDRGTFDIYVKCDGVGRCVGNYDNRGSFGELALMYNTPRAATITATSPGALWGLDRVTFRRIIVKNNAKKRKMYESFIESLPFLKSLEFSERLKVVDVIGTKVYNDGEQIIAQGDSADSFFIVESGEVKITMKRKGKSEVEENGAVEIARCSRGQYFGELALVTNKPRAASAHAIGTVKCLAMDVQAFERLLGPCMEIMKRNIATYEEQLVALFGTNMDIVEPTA
HTR5A ag ctr = activates human HTR5A in OPRM1-OPRD1 agonist counter-screen; P47898; HTR5A agonist assay, luminescence, cell-based; activation, % at 9.3 µM; 340,000 tested, 0.61% active; in the data active means activation mostly above about 9.5%, no sharp cut-off; inactive means mostly below about 7.6%;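 further: 0% = cells with vehicle only and 100% = reference agonist; strong numbers were not always called active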
SUMO Mot1 rescue = SUMOylation pathway inhibition by Mot1-301 growth rescue; S. cerevisiae Mot1-301 growth rescue, ATP luminescence, 38.5C; percent above DMSO median, 100 means doubled; growth rescue, % at 18.8 µM; 320,000 tested, 1% active;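 active means every valid replicate shows activation above 250% relative to neutral control wells; inactive means the rest, any valid replicate at or below 250%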;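 further: OY570 slx delta 5 strain wells were the positive control but not used for scaling; some compounds called inactive have numbers as strong as hits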
PKA-R1A activ = activates the PKA-R1A holoenzyme complex; P00514+P68181; PKA-R1A dissociation, Cy5-IP20 fluorescence polarization; scaled: DMSO 0%, 113 µM cGMP 100%; activation, % at 11.4 µM; 340,000 tested, 0.083% active; AID 504707;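 active means percent activation above the mean of all tested compounds plus 3 SD, cut at about 19% in these data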;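 further: higher means more PKAc released from R1A so a rise in polarization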
DAGLB inh = diacylglycerol lipase beta (human) inhibition | inhibition, % at 5.17 µM | HEK293T DAGLB membrane lysate, EnzChek fluorogenic substrate | 340,000 tested, 0.059% active | AID 504411; in the data active means inhibition above about 34%;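 further: 0% = enzyme with vehicle and 100% = wells lacking enzyme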
Target sequence (Q8NCG7 whole entry, looked up): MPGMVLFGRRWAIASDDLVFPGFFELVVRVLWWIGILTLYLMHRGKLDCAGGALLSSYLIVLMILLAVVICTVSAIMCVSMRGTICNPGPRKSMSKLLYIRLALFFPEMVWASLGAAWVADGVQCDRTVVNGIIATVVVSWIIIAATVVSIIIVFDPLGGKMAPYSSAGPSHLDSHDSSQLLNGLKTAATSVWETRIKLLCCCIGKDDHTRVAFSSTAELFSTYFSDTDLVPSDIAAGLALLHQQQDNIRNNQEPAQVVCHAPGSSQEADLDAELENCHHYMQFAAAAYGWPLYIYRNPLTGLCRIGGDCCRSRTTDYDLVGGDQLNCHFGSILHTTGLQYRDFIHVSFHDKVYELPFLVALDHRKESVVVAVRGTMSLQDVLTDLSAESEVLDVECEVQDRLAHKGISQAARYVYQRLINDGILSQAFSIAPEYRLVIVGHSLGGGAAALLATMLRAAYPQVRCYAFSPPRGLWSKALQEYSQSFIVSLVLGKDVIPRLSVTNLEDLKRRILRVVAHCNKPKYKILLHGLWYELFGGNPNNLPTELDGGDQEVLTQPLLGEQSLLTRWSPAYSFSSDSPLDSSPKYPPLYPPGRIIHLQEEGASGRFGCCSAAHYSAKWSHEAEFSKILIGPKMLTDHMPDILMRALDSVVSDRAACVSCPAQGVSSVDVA
CDK5 p35 inh = CDK5/p35 (human) kinase inhibition; 330,000 tested, 0.01% active; Q00535+Q15078; Recombinant CDK5/p35, ADP-Glo luminescence, 60 min; inhibition, % at 10 µM;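 active means highest replicate inhibition of at least 50% and at least 75% of replicates reaching 50%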;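 further: plate controls were DMSO neutral control for no effect and GW8510 at 10 µM for full effect; many of its hits are not listed in these tables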
Tat transport = inhibitors of E. coli Tat protein transport; E. coli MC4100 TorA-mCherry Tat export, fluorescence; inhibition, % at 10 µM; 340,000 tested, 0.036% active;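 active means mean replicate inhibition at least 50% and at least half of replicates individually reaching 50%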;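 further: exported cargo escapes ClpAP degradation while cytoplasmic cargo is degraded and loses fluorescence; 0% = median of neutral control wells and 100% = median of NaSCN control wells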
AddAB inh = less growth of phage-infected E. coli with AddAB; inhibition, % at 11.9 µM; AID 435030; 330,000 tested, 0.29% active; E. coli expressing H. pylori AddAB, absorbance growth; in the data active means inhibition above about 12%;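 further: 0% = vehicle wells of infected cells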
HTR5A inv ctr = counter-screen for OPRM1-OPRD1 inverse agonists: human HTR5A inverse agonism; HTR5A cell line, luminescence; inhibition, % at 9.3 µM; 340,000 tested, 0.083% active; AID 504634; in the data active means inhibition mostly above about 23%, no sharp cut-off; inactive means mostly below about 18%;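 further: 0% = cells with DMSO and 100% = no-cell wells with DMSO; some compounds called inactive have numbers as strong as hits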
Starred values were filed as active, the others as inactive; · = no result given.

canonical_smiles	E coli growth	phage Ecoli inh	PKA-R2B act	HTR5A ag ctr	SUMO Mot1 rescue	PKA-R1A activ	DAGLB inh	CDK5 p35 inh	Tat transport	AddAB inh	HTR5A inv ctr
CCCCCOC(=O)Cc1c(C)nc(-c2ccccc2)[nH]c1=O	-1.5	5.0	-2	-1	0	-2	-3	-0.8	2	4.0	9
COc1cccc(C(=O)NCC(=O)OCc2ccc(F)cc2Cl)c1	0.5	4.6	2	0	-10	-3	-3	-3.8	3	1.8	0
Cc1ccc(NC(=O)CC2SC3=NCCN3C2=O)cc1 (stereo unspecified)	0.5	4.3	12	-4	-23	9	-2	-0.5	-6	1.9	8
COc1ccccc1C(=O)Nc1cccc2nc(C)ccc12	-0.9	0.5	-7	4	99	-6	0	-0.1	-2	0.3	-10
COC(=O)c1ccc(/C=N/N2C(C)CCCC2C)cc1 (stereo unspecified)	0.5	4.1	-5	8	5	-2	-3	0.4	-4	3.9	-15
CC(C)CCC1(CCNC(=O)c2cccs2)CCOC(C)(C)C1 (stereo unspecified)	1.9	-3.9	-8	-1	48	-9	-3	-1.5	22	1.4	-7
COC(=O)C(CCSC)NC(=O)CNS(=O)(=O)c1ccc(Br)cc1 (stereo unspecified)	-2.6	0.3	12	1	58	-2	-1	-1.1	-2	0.5	22
CCOC(=O)C(=O)Nc1nc(-c2ccccc2)c(-c2ccccc2)o1	1.4	4.0	-9	1	-2	-16	1	0.5	2	4.6	-9

Record cards (already shown). Values in the order: E coli growth | phage Ecoli inh | PKA-R2B act | HTR5A ag ctr | SUMO Mot1 rescue | PKA-R1A activ | DAGLB inh | CDK5 p35 inh | Tat transport | AddAB inh | HTR5A inv ctr
Entry for COC(=O)C(CCSC)NC(=O)CNS(=O)(=O)c1ccc(Br)cc1 (stereo unspecified) : -2.6 | 0.3 | 12 | 1 | 58 | -2 | -1 | -1.1 | -2 | 0.5 | 22
Entry for COc1cccc(C(=O)NCC(=O)OCc2ccc(F)cc2Cl)c1 : 0.5 | 4.6 | 2 | 0 | -10 | -3 | -3 | -3.8 | 3 | 1.8 | 0

Remaining list, next part.
canonical_smiles	E coli growth	phage Ecoli inh	PKA-R2B act	HTR5A ag ctr	SUMO Mot1 rescue	PKA-R1A activ	DAGLB inh	CDK5 p35 inh	Tat transport	AddAB inh	HTR5A inv ctr
COc1ccc(N2CCN(Cc3cc(=O)oc4cc(-c5ccccc5)c(O)cc34)CC2)cc1	0.0	5.1	3	5	-8	2	-1	0.0	5	3.6	28
COCCN(C(=O)COC(=O)CC(C)c1ccccc1)c1c(N)n(Cc2ccccc2)c(=O)[nH]c1=O (stereo unspecified)	1.0	2.7	-12	3	4	-13	0	-0.4	0	-0.3	-8
COc1ccc(NC(=O)c2cccc(N3C(=O)C4CC=C(C)CC4C3=O)c2)c(OC)c1 (stereo unspecified)	-0.7	0.4	17	8	-6	-7	-3	-0.9	-6	4.4	-20
CC(OC(=O)C1CCN(S(=O)(=O)c2ccc(C(C)(C)C)cc2)CC1)C(=O)N(C)C1CCCCC1 (stereo unspecified)	·	1.7	-13	-6	·	-9	-5	-0.2	18	·	-14
Cc1cccnc1NC(=O)CSc1ccc2c(c1)OCCO2	0.2	-0.9	-1	2	-23	-7	-2	-11	-3	2.4	-6
COc1ccc(N2CCN(C(=O)c3ccc(S(=O)(=O)N4CCOCC4)cc3)CC2)cc1	-1.7	3.2	-10	3	12	2	5	-4.8	-1	-0.1	16
Cc1cc2nnc(SCC(=O)N(C)C3CCS(=O)(=O)C3)n2c2ccccc12 (stereo unspecified)	1.5	2.2	2	3	-3	11	0	0.7	6	-0.2	-2
O=C(Nn1cnc2ccccc2c1=O)c1ccc(F)cc1Cl	-0.6	1.4	-18	-7	-15	12	2	0.0	-2	0.8	19
CCc1ccc(N2C(=O)Cc3c2nc(N)c(C#N)c3N)cc1	-1.8	1.5	8	1	29	2	6	-2.6	-2	0.5	7
CCOc1ccc2c(c1)cc(CN(C(=O)CC)C1CCCCC1)c1nnnn12	1.7	3.2	3	0	9	0	-2	-0.3	2	1.1	-10
O=C(Nc1ccc2c(c1)OCO2)N1CCOCC1	1.8	4.1	-5	4	17	4	-2	3.1	-5	-1.1	-11
CCOC(=O)C1CCN(C(=O)C2CC(=O)N(c3ccc(C)cc3)C2)CC1 (stereo unspecified)	0.4	1.9	14	5	-5	-9	1	-1.9	-4	0.4	-12
CN(c1ccccc1)S(=O)(=O)c1cccc(NC(=O)C2CC(=O)N(Cc3ccccc3)C2)c1 (stereo unspecified)	-1.0	0.7	-12	0	-13	-7	-2	-0.2	5	0.7	-8
O=C(CSc1nc2c(oc3ccccc32)c(=O)n1CC1CCCO1)NCc1ccc(F)cc1 (stereo unspecified)	·	2.9	1	-3	·	3	-1	1.5	-3	·	8
COc1ccc(OC)c(S(=O)(=O)N2CCCC(C(=O)NCc3ccco3)C2)c1 (stereo unspecified)	-0.4	2.3	2	-3	175	4	-1	0.4	-3	1.3	2
CC(C)c1ccc(NC(=O)NC2CC3CCC(C2)N3Cc2cccs2)cc1 (stereo unspecified)	0.8	2.1	-2	-1	-1	0	0	0.8	1	1.9	3

Among those listed so far, these have a furan ring, fused or not:
canonical_smiles	E coli growth	phage Ecoli inh	PKA-R2B act	HTR5A ag ctr	SUMO Mot1 rescue	PKA-R1A activ	DAGLB inh	CDK5 p35 inh	Tat transport	AddAB inh	HTR5A inv ctr
O=C(CSc1nc2c(oc3ccccc32)c(=O)n1CC1CCCO1)NCc1ccc(F)cc1 (stereo unspecified)	·	2.9	1	-3	·	3	-1	1.5	-3	·	8
COc1ccc(OC)c(S(=O)(=O)N2CCCC(C(=O)NCc3ccco3)C2)c1 (stereo unspecified)	-0.4	2.3	2	-3	175	4	-1	0.4	-3	1.3	2

Look-ups from above.
Entry for `CC(C)CCC1(CCNC(=O)c2cccs2)CCOC(C)(C)C1` (stereo unspecified) under PKA-R2B act: -8
Entry for `CC(OC(=O)C1CCN(S(=O)(=O)c2ccc(C(C)(C)C)cc2)CC1)C(=O)N(C)C1CCCCC1` (stereo unspecified) under PKA-R1A activ: -9
Entry for `COc1ccc(N2CCN(Cc3cc(=O)oc4cc(-c5ccccc5)c(O)cc34)CC2)cc1` under E coli growth: 0.0
Entry for `CCOc1ccc2c(c1)cc(CN(C(=O)CC)C1CCCCC1)c1nnnn12` under SUMO Mot1 rescue: 9
Entry for `Cc1ccc(NC(=O)CC2SC3=NCCN3C2=O)cc1` (stereo unspecified) under HTR5A ag ctr: -4

New compounds follow
canonical_smiles	E coli growth	phage Ecoli inh	PKA-R2B act	HTR5A ag ctr	SUMO Mot1 rescue	PKA-R1A activ	DAGLB inh	CDK5 p35 inh	Tat transport	AddAB inh	HTR5A inv ctr
COc1ccc(-c2[nH]c(-c3ccc(C)cc3)nc2SCC(=O)NCc2ccco2)cc1OC	-1.8	1.1	-1	4	23	-3	1	0.3	-5	-1.7	1
COc1ccc(C2=NOC(COc3ccc([N+](=O)[O-])cc3)C2)cc1 (stereo unspecified)	-2.0	2.8	-13	0	21	1	-7	0.7	6	5.3	-9
Cc1ccc(-c2noc(C3CCCCC3)n2)cc1	0.8	2.6	0	7	281	-11	-9	0.7	-11	1.6	-18
CC(Sc1nnc(-c2cccs2)n1N)C(=O)NCC1CCCO1 (stereo unspecified)	-0.1	2.5	-1	-7	12	-8	1	-5.2	5	-0.7	20
CCCCc1ccc(-c2csc(/C(C#N)=C/c3ccco3)n2)cc1	-0.3	1.8	8	-3	-2	5	-8	-0.6	-1	2.1	3
Cc1c(Cl)cccc1NC(=O)COC(=O)CCc1nc2ccccc2n1-c1ccccc1	-2.8	-0.4	-7	4	272	-11	-3	-1.6	9	-1.7	-3
CC(=O)Nc1ccc(NC(=O)Cn2c(CC(=O)N3CCCC3)nc3ccccc32)cc1	1.5	·	-1	·	1	-12	0	1.2	-5	1.8	·
CC(=O)Nc1nc2ccccc2n1Cc1ccc(Cl)cc1	-7.3	0.8	-6	2	-13	4	1	-0.5	4	-4.2	-5
CC(C)c1ccc(NC2(C#N)C(=O)Nc3ccccc32)cc1 (stereo unspecified)	-1.6	1.5	-6	-3	5	-3	0	0.5	-11	-0.8	3
CCO/C(C)=C1\C(=O)N(CC)c2ccccc21	4.0	3.1	-2	1	10	-13	2	-0.6	1	3.0	8
CC(=O)C1C(c2ccco2)c2c(noc2C)CC1(C)O (stereo unspecified)	0.0	2.2	-5	-3	3	-1	-2	0.1	8	2.6	-3
COc1ccc(-c2nnc3ccc(SCC(=O)N4CCCCCC4)nn23)cc1OC	2.0	1.4	-3	5	-4	1	-5	0.5	1	2.9	-13
CC(NCC1(N2CCOCC2)CCCCC1)C(=O)N1CCc2ccccc21 (stereo unspecified)	-0.9	1.7	11	-3	-5	0	1	-0.4	1	0.7	-36
Cc1nn2cc(-c3cccc(Cl)c3)cnc2c1Cl	0.8	4.3	1	3	4	-13	-2	-1.3	-3	0.9	-8
CCOc1ccccc1CN1CCN(Cc2cc(=O)c3ccccc3[nH]2)CC1CCO (stereo unspecified)	-1.4	-3.5	4	-2	-5	12	0	-1.1	2	0.2	6
CC(=O)NC(C)C(=O)OCC(=O)Nc1ccc(Br)cc1 (stereo unspecified)	-1.7	2.0	-8	-1	-1	-7	0	-0.1	-4	1.3	-36
Cc1ccc(N(C(=O)Nc2ccccc2)C2=NCC(C)S2)cc1 (stereo unspecified)	1.6	0.7	7	4	-18	5	4	-0.9	-24	-0.7	-11
O=S(=O)(/N=C/c1c(O)ccc2ccccc12)c1ccccc1	-1.6	2.1	9	4	-11	-6	0	-0.3	-5	0.8	-15
CC(=O)NCCC(=O)NCc1ccc(F)cc1	-1.2	-0.2	10	6	16	4	-9	-1.0	7	1.3	-12
CC(=O)N1C(c2ccccc2)CC(=O)OC1c1ccc2c(c1)OCO2 (stereo unspecified)	-1.9	1.8	-6	1	20	-3	-1	-1.7	-8	5.5	4
CCC(C)(C)NC(=O)CN(CC1CCCO1)C(=O)CCC(=O)Nc1nccs1 (stereo unspecified)	0.5	-0.4	-2	-3	-1	-4	-2	0.5	-4	1.4	-6
Cc1cccc(NC(=O)CC2SC(=NC3CCCCC3)NC2=O)c1 (stereo unspecified)	1.4	-2.3	-4	1	13	-6	-1	0.7	-8	0.1	-8
COc1ccc(N2CCN(CC(=O)c3ccccc3)CC2)cc1	0.7	4.7	4	-6	3	3	-2	0.6	-1	-4.2	21
CCCCNC(=O)N1CCCC(N(C)CCc2ccc(OC)c(OC)c2)C1 (stereo unspecified)	-2.3	-0.2	3	0	-1	6	4	-0.3	3	0.0	3
Cc1cc(CNC(=O)c2ccc(C)c([N+](=O)[O-])c2)c2ccccc2n1	0.7	0.6	11	4	343	-7	-2	0.3	-11	0.6	0
CC(CC(=O)NCc1ccc(Cl)cc1)S(=O)(=O)c1ccc2c(c1)NC(=O)CO2 (stereo unspecified)	-1.1	0.4	-8	-4	9	-3	2	1.3	-3	1.2	6
CC(Cc1c[nH]c2ccccc12)C(=O)O (stereo unspecified)	0.8	2.9	2	-1	-4	-5	-1	-1.0	6	3.5	-15
Cc1onc(-c2c(F)cccc2Cl)c1C(=O)Nc1cc(S(=O)(=O)N2CCCCC2)ccc1O	·	1.4	-3	-1	·	-2	1	-1.8	2	·	2
